# N-glyco inh: increase of ERlucT glycosylation luciferase signal, primary screen, N-linked glycosylation inhibitor project, D54 ERlucT cells, luminescence, set 2; D54 ERlucT glycosylation luciferase reporter, 24 h; percent of 100 nM tunicamycin response; reporter increase, % at 12.5 µM; actives 0.23% (n = 360,000);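 active means mean luciferase reporter signal, scaled so untreated is 0 and the glycosylation-blocking control 100, at or above a set limit in every replicate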;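 further: luciferase carries N-glycosylation sites so blocking glycosylation raises the light; 0% = median of neutral control wells and 100% = median of 100 nM tunicamycin wells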
# MC4R ag barr: MC4R agonists recruiting beta-arrestin, primary screen, cell-based, luminescence, agonist arm of biased-ligand search. Melanocortin receptor 4 (Homo sapiens), P32245. U2OS MC4R beta-arrestin complementation; percent of melanotan II response, DMSO zero. activation, % at 8.9 µM. actives 0.98% (n = 360,000). AID 540308, 2011;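 active means activation above a per-plate cutoff, the mean activation of sample wells on that plate plus 3 SD, cut at about 8% in these data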
# Granule exo inh: LAMP-1 surface exposure blockers, TALL-104 cells – cell-based, flow cytometry, MLPCN library, primary screen; TALL-104 LAMP-1 surface exposure; cells stimulated with thapsigargin and PMA; inhibition, % at 10 µM; actives 0.66% (n = 360,000);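 active means inhibition above about 55%, limit read from the data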
# PDI inh: inhibitors of human PDI, primary screen, biochemical, turbidity, single point, plate reader; Protein disulfide-isomerase (Homo sapiens), P07237; PDI insulin aggregation turbidity, A650, 90 min; inhibition, % at 10 µM; actives 0.052% (n = 350,000);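 active means mean inhibition across replicates of 30% or more, whatever share of single replicates reach that level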;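 further: absorbance from insulin aggregation driven by PDI reduction with DTT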
# MC4R antagonist: MC4R antagonists of cAMP signaling, primary screen, cell-based, TR-FRET, antagonist arm of biased-ligand search. inhibition, % at 6.5 µM. Melanocortin receptor 4 (Homo sapiens), P32245. AID 540295, 2011. actives 0.48% (n = 360,000). MC4R-expressing cells, MTII-stimulated cAMP, LANCE TR-FRET;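 active means inhibition above its plate's cutoff, the mean of tested wells on that plate plus 3 SD, cut at about 29% in these data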;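 further: 0% = Melanotan II alone and 100% = Melanotan II plus saturating MCL0020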
#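 Test system: U2OS cells stably expressing human melanocortin 4 receptor (MC4R); also added: Melanotan II challenge; compound: 6.5 µM single dose; timing: 30-min compound preincubation, 1-h Melanotan II challenge, 1-h detection, room temperature; signal: Eu-cAMP/anti-cAMP TR-FRET, emission 671 nm; repeats: one well per compound, no replicates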
# CaV13 FRET inh: Primary screen for inhibitors of IQ motif and Ca2+-dependent inactivation inhibitor domain binding in CACNA1D, Förster resonance energy transfer in living cells, … | inhibition, % at 12.3 µM | AID 743397 | HEK cells, CFP/YFP FRET ICDI-IQ, plate reader, 10 min; percent FRET-ratio fall versus neutral wells | actives 0.098% (n = 340,000);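 active means mean replicate inhibition of at least 30% and at least 1% of replicates passing that level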;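 further: 0% = median of the neutral control wells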
# ABHD5-PLIN5 inh: ABHD5-PLIN5 interaction inhibitors, primary screen, cell lysate, split luciferase complementation, luminescence | inhibition, % at 4 µM | Split G. princeps luciferase complementation, 4 h | actives 0.78% (n = 360,000) | Perilipin-5 (Homo sapiens) + 1-acylglycerol-3-phosphate O-acyltransferase ABHD5 (Homo …;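 active means inhibition above the mean inhibition across every tested compound plus 3 SD, cut at about 22% in these data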;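 further: 0% = DMSO only wells and the 100% control is not disclosed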
# Target sequence (Q00G26 whole entry, looked up): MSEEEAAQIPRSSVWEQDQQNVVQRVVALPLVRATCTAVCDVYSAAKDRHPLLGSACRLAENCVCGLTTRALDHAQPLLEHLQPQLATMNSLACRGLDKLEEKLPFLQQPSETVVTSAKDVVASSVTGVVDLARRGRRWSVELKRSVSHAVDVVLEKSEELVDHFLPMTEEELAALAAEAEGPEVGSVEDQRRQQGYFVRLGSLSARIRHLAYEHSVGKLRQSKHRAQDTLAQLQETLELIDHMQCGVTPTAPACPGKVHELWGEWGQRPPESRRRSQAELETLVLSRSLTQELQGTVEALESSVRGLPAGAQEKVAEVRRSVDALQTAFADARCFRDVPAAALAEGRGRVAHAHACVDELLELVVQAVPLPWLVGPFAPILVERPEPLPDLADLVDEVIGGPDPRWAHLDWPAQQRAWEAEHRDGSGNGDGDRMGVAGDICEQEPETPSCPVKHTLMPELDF
# Target sequence (Q8WTS1 whole entry, looked up): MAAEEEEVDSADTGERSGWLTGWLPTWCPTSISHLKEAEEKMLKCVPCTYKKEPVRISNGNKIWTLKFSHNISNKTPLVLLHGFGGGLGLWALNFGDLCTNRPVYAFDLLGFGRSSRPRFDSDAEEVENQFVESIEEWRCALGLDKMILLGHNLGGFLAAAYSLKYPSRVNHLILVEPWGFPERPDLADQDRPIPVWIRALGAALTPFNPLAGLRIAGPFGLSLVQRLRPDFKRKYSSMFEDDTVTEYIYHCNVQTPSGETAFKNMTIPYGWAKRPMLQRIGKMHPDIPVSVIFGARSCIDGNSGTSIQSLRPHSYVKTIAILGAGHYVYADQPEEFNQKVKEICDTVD
# H9c2 protect: cardioprotection against H2O2-induced cell death, primary screen, uHTS, H9c2 cells, ATPLite luminescence. AID 588492, 2011. protection from H2O2 cell death, % at 20 µM. actives 0.63% (n = 360,000). H9c2 cardiomyocytes, H2O2 injury protection, 2 h;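 active means compounds giving at least 50% protection of heart cells from peroxide-induced death in the single-dose screen, raw or plate-pattern-corrected value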;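 further: 0% = DMSO wells with peroxide and 100% = DMSO wells without peroxide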
# ABCB6 inh 2: ABCB6 transporter inhibitors, primary screen, K562-ABCB6 cells, flow cytometry, MLPCN library | ATP-binding cassette sub-family B member 6 (Homo sapiens), Q9NP58 | K562-ABCB6 porphyrin accumulation, 1 h; hits give low values | fluorescence ratio to DMSO, % at 10 µM | actives 0.19% (n = 360,000);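 active means fluorescence ratio to DMSO below 75%, the collection mean minus 3 SD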;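 further: signal is porphyrin accumulated inside mitochondria; 100% equals median channel fluorescence of DMSO control wells; lower ratio means ABCB6 inhibition with less porphyrin fluorescence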
# m5-HT2A agonist: mouse Htr2a agonists via beta-arrestin recruitment, primary screen, cell-based, luminescence; 5-hydroxytryptamine receptor 2A (Mus musculus), P35363; CHO-K1 mHTR2A beta-arrestin complementation; percent of 30 µM serotonin response; activation, % at 7.6 µM; actives 0.66% (n = 360,000); AID 624169, 2012;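 active means activation above a run cutoff, the mean activation of all tested compounds plus 3 SD, cut at about 14% in these data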;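 further: 0% = plate median of compound wells and 100% = 30 µM serotonin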
# Starred values were filed as active, the others as inactive; · = no result given.
SMILES,N-glyco inh,MC4R ag barr,Granule exo inh,PDI inh,MC4R antagonist,CaV13 FRET inh,ABHD5-PLIN5 inh,H9c2 protect,ABCB6 inh 2,m5-HT2A agonist
CCC(=NCCCN1CCOCC1)c1c(O)n(-c2ccccc2C)c(=O)[nH]c1=O,-1,-1.5,-5,-7,1,-5,0,2,105,7
Clc1ccc(CN2CCNCC2)cc1,-1,0.1,-4,0,-6,-18,-7,-11,99,5
COc1ccc(CN2CCCC(C(=O)c3ccc(Cl)cc3)C2)c(OC)c1 (configuration not stated),-2,2.5,15,-1,14,6,7,-5,94,-4
O=C(c1cccc(C(F)(F)F)c1)C1CCCN(Cc2ccccc2O)C1 (configuration not stated),0,-3.4,1,0,-3,-3,-1,10,92,0
Cc1ccccc1NC(=O)CCl,8,0.2,1,-12,12,-13,5,-4,102,10
CS(=O)(=O)c1ccc(C2=C(CNC(=O)c3ccc([N+](=O)[O-])cc3)[C@H]3CC[C@@H](C2)N3Cc2ccccc2)cc1,-2,-0.7,2,17,7,-6,3,20,96,7
CCOC(=O)C(O)(c1ccc(N=Cc2ccccc2O)c(C)c1)C(F)(F)F (configuration not stated),2,0.0,-9,-10,0,12,-2,13,96,0
CC(C)(C)n1nnnc1C(c1ccnc2ccccc12)N1CCC2(CC1)C(=O)NCN2c1ccccc1 (configuration not stated),-3,·,0,·,·,-6,3,2,96,-1
C[C@]12CC[C@@H](O)C[C@@H]1CC[C@@H]1[C@@H]2CC[C@]2(C)C(=O)CC[C@@H]12,-3,4.4,-3,13,9,-5,-9,12,97,1
O=c1[nH]c(=O)n(Cc2ccccc2)c(O)c1/C=N/Nc1c(F)c(F)c(F)c(F)c1F,1,-0.6,-4,-2,7,-4,-4,5,98,-2
COc1ccccc1N(CC(=O)NC1CCCC1)C(=O)c1cnn(C(C)C)c1,2,-1.1,0,-2,4,-4,-3,7,91,-2
COc1ccc(-n2nnnc2C(c2cccs2)N2CCC3(CC2)C(=O)NCN3c2ccccc2)cc1 (configuration not stated),-2,·,-7,·,·,-8,-1,5,93,-2
O=C1NC(=O)N(Cc2ccccc2)C(=O)/C1=C/c1cnc(-c2ccccc2)nc1,1,-0.6,1,7,17,-6,16,6,96,-3
O=C1CC(=O)N(c2ccc(Cl)cc2Cl)C(=O)N1,2,-2.0,-2,-13,-2,-6,16,-3,95,-1
CSCCC(NC(=O)CCC(=O)OC1CC[C@H]2[C@@H]3CC[C@H]4CC(=O)CC[C@]4(C)[C@H]3CC[C@]12C)C(=O)O (some centres not stated),4,-1.1,-6,0,-4,-19,1,1,95,-6
CCOC(=O)[C@]12Cc3cc(Cl)ccc3[C@H]1N(Cc1ccccc1)C(=O)c1ccccc12,-7,-1.7,87*,7,10,-11,2,-7,95,-7
O=C(c1cc(-c2cccnc2)nc2ccccc12)N1CCC2(CC1)OCCO2,-2,-1.9,4,-1,1,-10,-1,8,102,5
COc1cc(CC2C(=O)N(C)C(=O)N(C)C2=O)ccc1OCc1ccccc1,0,-1.1,-2,2,8,-9,-11,-3,94,0
O=C(/C=C/c1c[nH]c2ccccc12)c1c(O)n(CCc2ccccc2)c(=O)[nH]c1=O,1,-0.4,13,-2,13,-5,-1,-3,377,0
C=CCn1c(O)c(C(CC)=Nc2ccccc2NC(C)=O)c(=O)[nH]c1=O,2,0.7,-3,-3,16,-4,-11,6,100,8
Cc1ccc(C(=O)Nc2ccc(Cl)cc2C(=O)c2ccccc2)cc1,-1,4.3,1,-3,7,-4,-1,-12,105,-3
CC(=O)c1ccc(OC(NC(=O)Cc2ccccc2)C(Cl)(Cl)Cl)cc1 (configuration not stated),0,1.7,-4,3,18,·,1,1,102,-2
Cc1ccc2c(c1)C1CN(C)CCC1N2C(=O)/C(C#N)=C/c1ccc2c(c1)OCO2 (configuration not stated),-2,-1.7,8,-2,-4,-3,0,22,89,-5
C[C@]12CCC(=O)C=C1CC[C@@H]1C2CC[C@]2(C)C(=O)CCC12 (some centres not stated),-3,-0.3,-4,0,4,-20,-10,-3,96,2
Cc1ccc(C2N3CCCN23)cc1 (configuration not stated),1,3.4,-2,3,4,-6,2,0,98,-3
Cc1cccc(NP2(=O)NCCCN2)c1,-1,-2.5,-11,-4,-4,-5,-6,9,94,2
CCCNC(=O)N1[C@H]2CC[C@@H]1C(C(=O)OC)=C(c1cc3ccccc3s1)C2,-3,0.2,2,0,4,-3,4,-2,98,-3
Oc1c(Cl)cc(Cl)cc1CN1CCN(Cc2ccccc2)CC1,0,1.8,-1,-7,5,-7,-13,-7,99,-2
Oc1c(Cl)c(Cl)c(Cl)c(Cl)c1Cl,1,-0.3,-5,-1,7,-4,0,-38,96,5
CCOP(=O)(CCP(=O)(OCC)OCC)OCC.C[CH2][Sn]([Cl])([Cl])[CH2]C,2,-1.6,-9,-7,70*,-7,78*,-10,105,-7
COc1ccc(CCNCc2cccn2C)cc1OC,1,-1.7,-3,0,0,-2,-2,4,97,25*
Cc1ccc(S(=O)(=O)c2nc(-c3ccccc3Cl)oc2N(C)C2CCN(C)CC2)cc1,1,-2.5,0,3,0,-5,7,-11,95,-11
OC(c1ccccc1)(c1ccccc1)C1CCCN1 (configuration not stated),-1,-1.7,1,-3,7,-7,-2,-1,89,-1
Cc1ccc(C(O)(C(=O)NNC(=O)CN2CCN(C)CC2)c2ccc(C)cc2)cc1,0,-0.4,1,8,5,0,5,2,99,2
CCCC/C(=N/O)c1c(C)[nH]c2ccccc12,-1,-0.2,-2,0,-3,0,-2,8,96,1
Cn1ncc(Cl)c1C(=O)N1CCC2(CC1)OCCO2,-1,-0.8,2,8,2,-5,3,4,105,0
CC[C@@H]1c2ccccc2[C@@H]2CC[C@H]1N2c1ccccc1,·,·,-5,·,·,-7,-13,·,·,-1
O=C(NC1CN2CCC1CC2)c1cc(Cl)c([N+](=O)[O-])c2nc[nH]c12 (configuration not stated),-4,-4.0,-2,5,-3,-3,1,10,97,-2
O=C(O)c1ccc(-[n+]2c(-c3ccccc3)cc(-c3ccccc3)cc2-c2ccccc2)cc1,2,-1.3,23,13,0,-6,3,11,97,-6
COC(=O)C(O)(c1c[nH]c2ccccc12)C(F)(F)F (configuration not stated),1,-0.6,5,-3,4,-5,11,1,98,3
Nc1ccc(CC2=NCCN2)cc1,1,-2.2,0,5,15,-6,1,8,97,-4
CC1CC2CC(=O)CCC2(C)C2CCC3(C)C(O)CCC3C12 (configuration not stated),-5,0.2,-1,2,-5,-6,7,4,96,5
O=P1(NCCCl)OCCCN1CCCl (configuration not stated),0,-0.9,-2,3,6,-6,7,14,98,-2
CN(C)c1ccc(/C=C2\C(=O)NC(=O)N(Cc3ccc(F)cc3)C2=O)cc1,4,0.8,2,-14,3,0,-5,7,97,2
O=c1[nH]c(=O)n(Cc2ccccc2)c(O)c1C=NCCN1CCOCC1,2,-0.8,-6,-6,1,-5,4,1,107,8

# Already shown: entries from further up.
SMILES,N-glyco inh,MC4R ag barr,Granule exo inh,PDI inh,MC4R antagonist,CaV13 FRET inh,ABHD5-PLIN5 inh,H9c2 protect,ABCB6 inh 2,m5-HT2A agonist
CCCC/C(=N/O)c1c(C)[nH]c2ccccc12,-1,-0.2,-2,0,-3,0,-2,8,96,1
Cn1ncc(Cl)c1C(=O)N1CCC2(CC1)OCCO2,-1,-0.8,2,8,2,-5,3,4,105,0
CC[C@@H]1c2ccccc2[C@@H]2CC[C@H]1N2c1ccccc1,·,·,-5,·,·,-7,-13,·,·,-1
O=C(NC1CN2CCC1CC2)c1cc(Cl)c([N+](=O)[O-])c2nc[nH]c12 (configuration not stated),-4,-4.0,-2,5,-3,-3,1,10,97,-2
O=C(O)c1ccc(-[n+]2c(-c3ccccc3)cc(-c3ccccc3)cc2-c2ccccc2)cc1,2,-1.3,23,13,0,-6,3,11,97,-6
COC(=O)C(O)(c1c[nH]c2ccccc12)C(F)(F)F (configuration not stated),1,-0.6,5,-3,4,-5,11,1,98,3
Nc1ccc(CC2=NCCN2)cc1,1,-2.2,0,5,15,-6,1,8,97,-4
CC1CC2CC(=O)CCC2(C)C2CCC3(C)C(O)CCC3C12 (configuration not stated),-5,0.2,-1,2,-5,-6,7,4,96,5
O=P1(NCCCl)OCCCN1CCCl (configuration not stated),0,-0.9,-2,3,6,-6,7,14,98,-2
CN(C)c1ccc(/C=C2\C(=O)NC(=O)N(Cc3ccc(F)cc3)C2=O)cc1,4,0.8,2,-14,3,0,-5,7,97,2
O=c1[nH]c(=O)n(Cc2ccccc2)c(O)c1C=NCCN1CCOCC1,2,-0.8,-6,-6,1,-5,4,1,107,8

# Later entries
SMILES,N-glyco inh,MC4R ag barr,Granule exo inh,PDI inh,MC4R antagonist,CaV13 FRET inh,ABHD5-PLIN5 inh,H9c2 protect,ABCB6 inh 2,m5-HT2A agonist
COc1ccc(NC(=O)[C@@H](NC(=O)N2C[C@H]3C[C@@H](C2)c2cccc(=O)n2C3)C(C)C)cc1,4,-0.7,-6,·,4,·,3,1,97,0
CCn1nc(/C=C/c2ccccc2)nc2c(=O)n(C)c(=O)nc1-2,-19,0.9,88*,23,-34,-5,-38,-20,118,-1
CCC(C)N=Cc1c(O)n(-c2ccccc2)c(=O)[nH]c1=O (configuration not stated),1,-1.2,0,13,-4,-8,-2,2,99,1
CCOc1cccc(CNC2CN3CCC2CC3)c1 (configuration not stated),2,1.4,-1,-6,5,-9,-3,-3,87,-1
O=C1NC(=O)C(=Cc2cc(Cl)ccc2OCc2ccc(C(=O)O)cc2)C(=O)N1,1,-4.3,32,1,-5,-2,17,5,100,1
C=CCNC(=S)N1Cc2ccccc2-n2nncc2C1,0,-1.4,11,24,2,-3,-1,1,83,-2
O=C1NC(=O)C(CCc2ccncc2)(Cc2cccc(Cl)c2Cl)C(=O)N1c1ccc(Br)cc1 (configuration not stated),10,0.8,2,19,-12,-2,7,0,97,-1

# The list is partial; rates above refer to the full screens.
